High-throughput results: PubChem, several laboratories
Thrombin inh = blocks human thrombin protease activity; P00734; alpha-thrombin, Boc-VPR-AMC fluorogenic substrate cleavage; inhibition, % at 5 µM; 0.26% of 220,000 active; AID 1046;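 active = inhibition at or above 40%; inactive = inhibition below 40%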;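 also: 0% = enzyme with no compound and 100% = wells without enzyme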
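Material: human alpha-thrombin protein. Incubation: reaction at ambient temperature. Technique: fluorescence of released AMC, ex 355 nm, em 460 nm. Control set: no-compound enzyme wells and no-enzyme blanks. Also added: Boc-VPR-AMC substrate, 15 µM final. Buffer or medium: pH 7.5 Tris (50 mM) with NaCl 150 mM, Tween 20 0.05%.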
TRPN1 ag = zebrafish TRPN1 (NompC) channel agonism | activation, % at 3 µM | 0.18% of 220,000 active | AID 1424 | HEK293 zebrafish TRPN1-YFP, Fluo-8 calcium fluorescence; 100% = response to 87 µM carbachol;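 active = activation above its plate's cutoff, the mean activation of test wells on that plate plus 3 SD, cut at about 19% in these data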;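 also: 0% = DMSO alone and 100% = 87 µM carbachol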
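Material: zebrafish TRPN1-YFP in HEK293 cells. Doses: one dose of 3 µM, 0.3% DMSO. Incubation: dye 1 h 37 °C plus 30 min RT. Measured by: intracellular calcium fluorescence with Fluo-8.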
EBV gp42 inh = inhibitors of Epstein-Barr virus glycoprotein 42; Q1HVG2; Fluorescence polarization binding assay, mP read-out; inhibition, % (tested at 21.74 µM); 0.42% of 220,000 active; AID 1085; in the data active = inhibition above about 50%
PPC-1+TRAIL kill = kills PPC-1 cancer cells in the presence of TRAIL; PPC-1 cells + TRAIL, ATPLite viability luminescence; cell killing (% activity), % at 4 µM; 0.41% of 220,000 active; AID 1443;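 active = cell killing above 50% in the first pass at 4 µM, then a duplicate retest at 5 µM averaging 50% or more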;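 also: plate controls were cells with TRAIL plus DMSO for no effect and medium-only wells lacking cells for full effect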
m-calpain inh = calpain II (pig) inhibition; purified calpain II, fluorogenic peptide substrate, 30 min; inhibition, % at 16 µM; 0.37% of 220,000 active;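 active = inhibition above about 50%, limit read from the data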
Cl transport mod = modulators of human KCC2 chloride dependent transport; Q9H2X9; KCC2 cells, thallium flux FluoZin-2 fluorescence; B-score of Tl+ flux slope (higher = more flux/activation; lower = inhibition) at 10 µM; 2.2% of 190,000 active;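 active = thallium flux slope and its plate-corrected score both differing from the plate sample mean at a set confidence after two filtering rounds, in either direction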;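 also: slope of fluorescence scaled to starting intensity during 10 to 20 s after thallium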
Target sequence (Q9H2X9 whole entry, looked up): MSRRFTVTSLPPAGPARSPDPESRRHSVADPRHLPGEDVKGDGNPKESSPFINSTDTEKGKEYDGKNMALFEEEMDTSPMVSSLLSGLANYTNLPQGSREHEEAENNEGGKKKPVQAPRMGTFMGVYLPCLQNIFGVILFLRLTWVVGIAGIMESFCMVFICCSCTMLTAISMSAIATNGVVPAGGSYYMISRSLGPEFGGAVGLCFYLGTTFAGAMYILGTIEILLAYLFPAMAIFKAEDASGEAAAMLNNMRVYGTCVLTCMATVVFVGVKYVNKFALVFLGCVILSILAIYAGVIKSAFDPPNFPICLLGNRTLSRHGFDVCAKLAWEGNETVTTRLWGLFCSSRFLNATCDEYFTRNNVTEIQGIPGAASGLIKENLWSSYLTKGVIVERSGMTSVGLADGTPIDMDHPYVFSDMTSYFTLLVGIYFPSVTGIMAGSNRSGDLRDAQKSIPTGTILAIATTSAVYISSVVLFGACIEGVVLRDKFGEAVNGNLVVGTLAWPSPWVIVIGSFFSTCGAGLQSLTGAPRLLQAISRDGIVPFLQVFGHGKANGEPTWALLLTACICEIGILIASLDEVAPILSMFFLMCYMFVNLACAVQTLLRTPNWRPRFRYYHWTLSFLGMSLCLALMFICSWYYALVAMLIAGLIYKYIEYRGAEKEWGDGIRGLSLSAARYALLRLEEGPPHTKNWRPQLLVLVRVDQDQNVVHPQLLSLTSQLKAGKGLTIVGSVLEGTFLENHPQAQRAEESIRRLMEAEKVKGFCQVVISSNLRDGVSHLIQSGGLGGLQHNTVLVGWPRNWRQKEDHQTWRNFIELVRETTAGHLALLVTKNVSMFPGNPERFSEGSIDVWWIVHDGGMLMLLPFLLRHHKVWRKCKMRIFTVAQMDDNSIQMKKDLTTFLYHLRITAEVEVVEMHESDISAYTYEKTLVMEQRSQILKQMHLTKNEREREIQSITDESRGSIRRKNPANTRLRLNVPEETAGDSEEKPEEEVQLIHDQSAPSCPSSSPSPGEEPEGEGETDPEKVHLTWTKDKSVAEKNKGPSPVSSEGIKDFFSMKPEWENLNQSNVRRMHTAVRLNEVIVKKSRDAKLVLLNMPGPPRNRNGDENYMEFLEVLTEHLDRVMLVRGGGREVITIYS
TRPML3 ag = human mucolipin-3 channel agonism | Q8TDD5 | HEK293 TRPML3-YFP, Fluo-8 calcium fluorescence; 100% = the carbachol control signal | activation, % at 3 µM | 0.29% of 220,000 active | AID 1448;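 active = activation above its plate's cutoff, the mean activation of the plate's test wells plus 3 SD, cut at about 12% in these data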;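 also: 0% = DMSO only wells and 100% = carbachol wells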
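Test system: TRPML3-YFP stable HEK293 cells. Doses: single point at 3 µM. Incubation: dye loading 1 h 37 °C then 30 min ambient, 125 s read. Signal: Fluo-8 calcium dye fluorescence, ex 470-495, em 515-575 nm. Measure: percent activation from peak-to-basal fluorescence ratio, scaled between DMSO and carbachol.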
TbHK1 inh = blocks Trypanosoma brucei hexokinase 1 activity | recombinant TbHK1, G6PDH-coupled NADH A340 | AID 1430 | inhibition, % at 10 µM | 0.11% of 220,000 active;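 active = inhibition of 50% or more in the single-dose primary screen; inactive = inhibition below 50%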
Furin inh = blocks human furin protease activity; 0.061% of 220,000 active; purified furin, fluorogenic substrate cleavage; P09958; inhibition, % at 30 µM; in the data active = inhibition above about 25%; also: inactives centre near -15
* = called active by the depositor; nt = no result given; [ ] = remark or other dose. Not a hit list. Share with any hit: about 3.6%.

SMILES	Thrombin inh	TRPN1 ag	EBV gp42 inh	PPC-1+TRAIL kill	m-calpain inh	Cl transport mod	TRPML3 ag	TbHK1 inh	Furin inh
COc1cc2cc(Oc3ccc4ccc(=O)oc4c3)c(=O)oc2cc1OC(=O)C=C(C)C	7	nt	-21	-5	-44	-0.29	nt	-9	-12
Cc1cc(NC(=O)CSc2nc3ccsc3c(=O)n2NC(=O)c2ccccc2)no1	1	-0.2	-9	8	-16	-0.04	0.5	-3	-13[20 µM]
Cn1c(=O)n(Cc2ccccc2F)c2ccccc21	17	-0.8	7	21	7	-0.53	-0.1	2	-9[20 µM]
Cc1ccccc1N=C1Nc2ccccc2CS1	-5	2.1	-7	22	7	-1.6	1.2	3	-18
CCn1c(CSc2nc(C)cs2)nc2cc(S(=O)(=O)N(C)C)ccc21	-7	0.6	0	0	19	nt	-1.0	40	-16
COc1cccc(NC(=O)NC2(C(F)(F)F)Oc3ccccc3O2)c1	2	-0.3	-7	11	-17	-0.033	-0.4	6	-11[20 µM]
C=CCn1c(SCc2c(Cl)cccc2Cl)nnc1-c1cccnc1	-4	-1.0	-5	-18	-37	-0.059	0.2	-3	-10[20 µM]
Clc1ccc(Sc2oc(/C=N/n3cnnc3)cc2Br)cc1	-16	-1.8	-20	-6	-20	-0.012	-0.4	-5	-21
O=C(N/N=C/c1cc(Br)ccc1O)c1ccncc1	-9	3.4	-7	32	7	-1.9	0.4	-6	9
CC(=O)N1c2c(cc(Br)cc2S(=O)(=O)N2CCN(C(=O)c3ccco3)CC2)CC1C (stereo not drawn)	3	1.1	-4	-18	1	-1.3	-0.1	-2	-10[20 µM]
O=C(Nc1nccs1)c1nc(-c2ccccc2)n(-c2ccccc2)n1	-2	0.1	3	12	6	5.3*	0.5	0	-11
O=S(=O)(NCc1ccccc1)c1cnc[nH]1	-1	1.3	-1	-6	-3	nt	1.1	1	-21
Cc1nc(Nc2ccccc2C(F)(F)F)sc1C(=O)N(C)C	-6	-0.2	1	4	2	1.2	0.2	-8	-19
CC(C)(C)n1ncc2c(=O)n(CC(=O)OCc3ccccc3)cnc21	2	4.3	-6	46	-7	nt	1.1	-1	-7
CC(C)CC(=O)c1c[nH]c(C(=O)O)c1	-1	1.2	10	12	-23	0.016	0.7	-6	-9
CC(C)CCNC(=O)COC(=O)/C=C/c1ccc2ccccc2n1	3	0.9	-3	7	-23	-3.9*	1.1	-8	-31
Cc1ccc(C2CC(C(F)F)n3ncc(C(=O)Nc4c(C)nn(Cc5c(F)cccc5Cl)c4C)c3N2)cc1 (stereo not drawn)	-2	1.4	7	-25	-34	0.042	1.1	-16	-14[20 µM]
C[N+]1(CC(=O)Nc2ccc(F)cc2)CCN(C(=O)c2ccco2)CC1	3	2.3	-52	3	10	-0.058	0.4	5	-9[20 µM]
CC(Cc1ccccc1)C(=O)Nc1ccccc1 (stereo not drawn)	-1	-1.6	-11	14	26	0.43	-0.1	1	-18
COc1ccc(CN(C)C2CCCCC2)c(C)c1C	0	-0.4	-11	8	16	2.4	1.0	4	-17[20 µM]
NNC(=O)c1ccc(N2CCCCCC2)c([N+](=O)[O-])c1	-4	3.2	7	-6	0	-0.69	0.8	-6	-16
CC(C)c1nc(SCC(=O)Nc2nc3c(s2)CCCC3)c2ccccc2n1	-5	-0.9	-7	-10	23	nt	-0.8	-5	-15[20 µM]
Cc1oc(-c2ccc3c(c2)OCCO3)cc1C(=O)NC(CCC(=O)O)C(=O)O (stereo not drawn)	-3	-0.8	-6	4	3	0.47	0.7	2	-23
O=C(CC1C(=O)N(c2ccccc2)C(=S)N1c1ccccc1)c1ccc(Br)cc1 (stereo not drawn)	-1	2.0	-22	24	-35	0.2	0.5	-9	-1
C=CCOC(=O)c1[nH]c2c(c1C)C(=O)CC(c1ccco1)C2 (stereo not drawn)	-8	-0.3	-1	7	-85	0.059	-0.2	6	3
Cc1ccc(S(=O)(=O)N2CCC(C(=O)N[C@@H](C)C(=O)NCC3CCCO3)CC2)cc1 (stereo partly drawn)	4	-0.5	-30	8	-11	0.23	0.9	-8	-12
COc1cc(C(=O)OCCN2CCOCC2)ccc1O	1	1.1	0	16	9	1.1	0.6	-4	-22
CC1CN(C(=O)/C=C/c2ccc([N+](=O)[O-])s2)CC(C)O1 (stereo not drawn)	-7	1.5	-8	11	15	-0.064	0.7	-13	-20
O=c1[nH]nc(Cc2ccccc2)c2ccccc12	-5	-0.7	1	4	-30	nt	0.8	1	-14[20 µM]
O=C(NCc1n[nH]c(=S)n1-c1ccc(Br)cc1)c1cccs1	14	0.1	2	27	-33	0.23	0.9	-6	-32
C(#CC12CC3CC(CC(C3)C1)C2)CN1CCOCC1	-8	0.2	9	3	1	0.079	1.0	-5	-18
CN(C)S(=O)(=O)N(CC(=O)N(Cc1ccccc1)Cc1ccccc1)c1ccccc1	-5	0.0	10	27	-19	nt	1.2	3	-18[20 µM]
COc1ccc(CCn2cnc(=O)c(C#N)c2C)cc1OC	-6	0.5	-19	-3	-31	-0.16	1.8	4	-32
COC(=O)C(C#N)C(=C1C(=O)CC(C)(C)CC1=O)c1ccc(O)cc1 (stereo not drawn)	-2	0.2	-3	19	-39	0.91	0.8	-1	-13[20 µM]
Cc1noc(C)c1CSc1ccccc1C(=O)N1CCN(c2ccccc2)CC1	-2	0.7	-9	12	11	0.83	0.6	2	-27[20 µM]
CC(=O)c1ccc(S(=O)(=O)Nc2cccc(S(=O)(=O)NC3=NCCC3)c2)cc1	0	-0.4	-19	27	0	0.62	0.8	32	-4
CCN(CC)c1ccc(/C=C(\C#N)C(N)=S)cc1	2	6.9	-200	1	46	-0.25	2.1	-9	-3
Cc1cccc(NC(=O)c2n[nH]c([N+](=O)[O-])c2Br)c1C	-4	6.7	-11	28	-13	-3.3	7.8	-8	-15
O=c1[nH]c2c(c(=O)[nH]1)CCC2	-4	0.3	-24	13	-9	-0.34	1.6	1	-21
CSCCC(C(=O)OCC(=O)c1ccc(C)c(C)c1)N1C(=O)c2cc(Cl)c(Cl)cc2C1=O (stereo not drawn)	3	-0.7	0	18	49	0.4	0.0	-3	-16[20 µM]

Some of the entries so far, with values under each structure:
The line under a structure holds: Thrombin inh, TRPN1 ag, EBV gp42 inh, PPC-1+TRAIL kill, m-calpain inh, Cl transport mod, TRPML3 ag, TbHK1 inh, Furin inh
> COc1cc(C(=O)OCCN2CCOCC2)ccc1O
→ 1, 1.1, 0, 16, 9, 1.1, 0.6, -4, -22
> CC1CN(C(=O)/C=C/c2ccc([N+](=O)[O-])s2)CC(C)O1 (stereo not drawn)
→ -7, 1.5, -8, 11, 15, -0.064, 0.7, -13, -20
> O=c1[nH]nc(Cc2ccccc2)c2ccccc12
→ -5, -0.7, 1, 4, -30, nt, 0.8, 1, -14[20 µM]
> O=C(NCc1n[nH]c(=S)n1-c1ccc(Br)cc1)c1cccs1
→ 14, 0.1, 2, 27, -33, 0.23, 0.9, -6, -32
> C(#CC12CC3CC(CC(C3)C1)C2)CN1CCOCC1
→ -8, 0.2, 9, 3, 1, 0.079, 1.0, -5, -18
> CN(C)S(=O)(=O)N(CC(=O)N(Cc1ccccc1)Cc1ccccc1)c1ccccc1
→ -5, 0.0, 10, 27, -19, nt, 1.2, 3, -18[20 µM]
> COc1ccc(CCn2cnc(=O)c(C#N)c2C)cc1OC
→ -6, 0.5, -19, -3, -31, -0.16, 1.8, 4, -32
> COC(=O)C(C#N)C(=C1C(=O)CC(C)(C)CC1=O)c1ccc(O)cc1 (stereo not drawn)
→ -2, 0.2, -3, 19, -39, 0.91, 0.8, -1, -13[20 µM]
> Cc1noc(C)c1CSc1ccccc1C(=O)N1CCN(c2ccccc2)CC1
→ -2, 0.7, -9, 12, 11, 0.83, 0.6, 2, -27[20 µM]
> CC(=O)c1ccc(S(=O)(=O)Nc2cccc(S(=O)(=O)NC3=NCCC3)c2)cc1
→ 0, -0.4, -19, 27, 0, 0.62, 0.8, 32, -4
> CCN(CC)c1ccc(/C=C(\C#N)C(N)=S)cc1
→ 2, 6.9, -200, 1, 46, -0.25, 2.1, -9, -3
> Cc1cccc(NC(=O)c2n[nH]c([N+](=O)[O-])c2Br)c1C
→ -4, 6.7, -11, 28, -13, -3.3, 7.8, -8, -15
> O=c1[nH]c2c(c(=O)[nH]1)CCC2
→ -4, 0.3, -24, 13, -9, -0.34, 1.6, 1, -21
> CSCCC(C(=O)OCC(=O)c1ccc(C)c(C)c1)N1C(=O)c2cc(Cl)c(Cl)cc2C1=O (stereo not drawn)
→ 3, -0.7, 0, 18, 49, 0.4, 0.0, -3, -16[20 µM]

Remaining list, next part.
SMILES	Thrombin inh	TRPN1 ag	EBV gp42 inh	PPC-1+TRAIL kill	m-calpain inh	Cl transport mod	TRPML3 ag	TbHK1 inh	Furin inh
COc1ccc(-c2noc(CN3CCCCC3c3nccn3C)n2)cc1 (stereo not drawn)	0	-1.0	-5	5	20	0.56	-0.8	0	-14
CC(C)(C)OC(=O)N1CCC(c2cc(=O)n3[nH]cc(C(=O)NC4CCCC4)c3n2)CC1	-6	0.1	-19	13	-36	-0.63	0.4	-4	-3
COCCNC(=O)c1sc2ncn(CC(=O)Nc3ccc(C)c(Cl)c3)c(=O)c2c1C	-11	1.2	14	14	-1	-0.0023	0.8	-2	-24
O=C(C1=C[C@H](c2ccc(Br)cc2)C[C@H](OCc2ccc(CO)cc2)O1)N1CCOCC1	3	-1.3	-3	0	18	-0.59	1.2	-10	-40
O=C(NCC(=O)N(c1cccnc1)C(C(=O)NC1CCCC1)c1ccc(F)cc1)c1ccco1 (stereo not drawn)	-5	0.3	3	12	-13	-0.26	0.2	1	-13
Cc1nn2c(-c3ccc(Cl)cc3)nnc2s1	4	1.8	-4	4	-14	-0.16	1.0	-4	-20
CN(C)c1nc(N(C)C)nc(N(C#N)CN2C(=O)c3ccccc3C2=O)n1	8	0.3	2	20	-12	-0.025	0.3	3	-10
COc1cc(OC)cc(C(=O)NC(C(=O)NCCN(C)C)C23CC4CC(CC(C4)C2)C3)c1 (stereo not drawn)	0	1.4	-23	2	-14	0.4	2.4	0	-20
O=C(Nc1ccccc1N1CCOCC1)C1(c2ccc(Cl)cc2)CCC1	-7	0.9	-6	3	34	-0.049	7.1	7	-17
COc1cccc(NC(=S)NN=C2CCCCCC2)c1	2	1.6	-1	-16	46	39*	0.3	13	-14
O=C(NNC(=O)C12CC3CC(CC(C3)C1)C2)c1ccco1	-8	0.8	-8	23	6	0.47	0.5	-2	-32
CCCn1nnc(NC(=O)c2ccc(-c3cc(Cl)ccc3Cl)o2)n1	-1	1.8	-6	3	28	nt	0.6	0	-17
